HEK cytotox = Cytotoxic Profiling in HEK 293 Cell Line of Diverse Libraries Using Quantitative High-Throughput Screening; 94,000 tested, 6.6% active; HEK 293 viability, ATP luminescence (CellTiter-Glo), 48-72 h; Potency, µM (top dose mostly 115 µM), for inactives: at the highest dose activity change, negative = cytotoxicity, hits mostly inhibitors; also: potency is read from the fitted curve at half-maximal effect; nearly all actives have a fitted effect of over 60% in size
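Viability of HEK 293 cells, plated at 250 cells/well, was judged by cellular ATP after compound treatment for 48 or 72 hr. Luminescence was imaged 10 min after CellTiter-Glo addition at room temperature.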
IP6K1 inh = Primary qHTS assay for small molecule inhibitors of Inositol hexaphosphate kinase 1 (IP6K1) | AID 1645851, 2021 | activity change, % (series mostly up to about 58 µM) | Inositol hexakisphosphate kinase 1 (Homo sapiens), Q92551 | 140,000 tested, 0.81% active | IP6K1 kinase, ADP-Glo luminescence, 2 h; hits give low values; in the data active = activity change below about -25%
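ADP-Glo luminescence measures ADP made by human IP6K1 during a 2 h RT reaction with ATP/IP6 (mix at 1.3 mM/130 uM); top library doses 57.5 and 19.1 uM final.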
FLuc inh = Firefly luciferase inhibition profiling of diverse chemical library using quantitative high-throughput screening | Luciferin 4-monooxygenase (Photinus pyralis), P08659 | Potency, µM (series often up to 115 µM), for the others: top-dose activity change, negative = inhibition, usual class: inhibitors | purified P. pyralis luciferase, luminescence, biochemical | AID 1347043, 2019 | 76,000 tested, 2.5% active; also: potency is read from the fitted curve at half-maximal effect; nearly all actives have a fitted effect of over 65% in size
Target sequence (P08659 whole entry, looked up): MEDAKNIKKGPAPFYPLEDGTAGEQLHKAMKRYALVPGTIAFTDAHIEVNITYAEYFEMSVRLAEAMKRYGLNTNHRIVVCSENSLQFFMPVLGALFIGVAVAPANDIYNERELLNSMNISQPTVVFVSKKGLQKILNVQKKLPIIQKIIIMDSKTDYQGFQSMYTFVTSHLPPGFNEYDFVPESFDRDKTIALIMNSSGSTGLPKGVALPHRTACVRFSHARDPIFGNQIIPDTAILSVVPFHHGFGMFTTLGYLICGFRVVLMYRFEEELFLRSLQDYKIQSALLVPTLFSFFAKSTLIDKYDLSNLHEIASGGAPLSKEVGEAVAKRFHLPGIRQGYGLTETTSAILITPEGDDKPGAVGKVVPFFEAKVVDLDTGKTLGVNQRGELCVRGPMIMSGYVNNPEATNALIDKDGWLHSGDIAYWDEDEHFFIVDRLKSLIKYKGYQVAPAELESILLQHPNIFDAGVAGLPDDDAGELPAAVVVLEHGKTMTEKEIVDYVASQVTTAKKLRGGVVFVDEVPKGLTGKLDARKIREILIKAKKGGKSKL
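Purified 10nM P. pyralis luciferase with 10uM D-luciferin and 10uM ATP in 50mM Tris acetate pH 7.5, 10mM Mg acetate, 0.01% Tween-20, 0.05% BSA. qHTS titration; luminescence read by CCD imager.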
SNCA viab count = GF-AFC viability counterscreen for inhibitors of alpha-synuclein gene (SNCA) expression | 150,000 tested, 0.12% active | HEK-293-SNCA-luc viability, GF-AFC fluorescence, 24 h | Potency, µM (titrated, usually from 57.1 µM), for the others: at the top dose activity change, negative = cytotoxicity, usual class: cytotoxic | AID 1671193, 2021;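 also: potency is read from the fitted curve at half-maximal effect; 0% = DMSO-treated cells and -100% = medium-only wells without cells; nearly all actives have a fitted effect of over 30% in size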
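HEK-293-SNCA-luc cells (1500/well) plated 24 h, then exposed 24 h to a dilution series; GF-AFC added 30 min at 37C, fluorescence 405/540 nm; normalised to medium-only and DMSO wells, Hill fit.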
3T3 cytotox = Cytotoxic Profiling in NIH 3T3 Cell Line of Diverse Libraries Using Quantitative High-Throughput Screening; NIH 3T3 viability, CellTiter-Glo ATP luminescence, 48-72 h; Potency, µM (titrated, usually from 96.7 µM), without a hit: at the highest dose activity change, negative = cytotoxicity, hits mostly inhibitors; 94,000 tested, 4.3% active; AID 1345082, 2018; also: potency is read from the fitted curve at half-maximal effect; nearly all actives have a fitted effect of over 55% in size
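Luminescent ATP readout (CellTiter-Glo, 10 min RT) after 48 or 72 hr compound exposure of NIH 3T3 cells seeded at 400 cells/well in 1536-well format; quantitative HTS.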
GPT2 inh = Primary qHTS assay for inhibitors of Glutamate pyruvate transaminase 2 (GPT2); 100,000 tested, 0.25% active; Recombinant GPT2, coupled pyruvate oxidase/HRP Amplex Red fluorescence; Potency, µM (titrated, usually from 57.7 µM), inactives show at the highest dose activity change, negative = inhibition, usual class: inhibitors; Alanine aminotransferase 2 (Homo sapiens), Q8TD30; also: potency is read from the fitted curve at half-maximal effect; nearly all actives have a fitted effect of over 60% in size; many of its hits are not listed in these tables
Target sequence (Q8TD30 whole entry, looked up): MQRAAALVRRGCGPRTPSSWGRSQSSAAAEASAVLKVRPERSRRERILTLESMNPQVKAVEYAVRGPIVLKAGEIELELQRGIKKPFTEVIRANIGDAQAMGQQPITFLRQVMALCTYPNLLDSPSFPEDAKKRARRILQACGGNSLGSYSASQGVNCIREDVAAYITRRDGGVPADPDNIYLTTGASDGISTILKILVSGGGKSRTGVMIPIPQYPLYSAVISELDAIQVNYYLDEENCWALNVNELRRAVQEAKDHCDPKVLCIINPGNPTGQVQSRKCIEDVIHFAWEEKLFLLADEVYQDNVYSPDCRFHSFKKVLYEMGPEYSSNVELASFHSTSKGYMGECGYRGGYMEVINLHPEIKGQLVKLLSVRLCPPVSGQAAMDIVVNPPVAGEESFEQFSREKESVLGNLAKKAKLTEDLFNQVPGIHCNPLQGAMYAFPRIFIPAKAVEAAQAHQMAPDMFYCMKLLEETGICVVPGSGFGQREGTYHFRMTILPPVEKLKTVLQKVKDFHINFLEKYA
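Fluorescence of coupled pyruvate oxidase/HRP/Amplex Red system (50uM Amplex, 30 min, dark) reports pyruvate formed by GPT2. Enzyme reaction: 10ng/uL GPT2, 2mM L-alanine, 250uM a-KG, 30 min room temperature, pH 7.5; 50uM AOA control.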
SNCA expr inh = Primary qHTS assay for inhibitors of alpha-synuclein gene (SNCA) expression; 140,000 tested, 0.17% active; HEK-293 SNCA-luciferase knock-in, luminescence, 24 h; Potency, µM (highest dose often 57.2 µM), for the others: top-dose activity change, negative = inhibition, actives largely listed as inhibitors;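 also: potency is read from the fitted curve at half-maximal effect; plate controls were DMSO cells for no effect and cell-free wells for full effect; nearly all actives have a fitted effect of over 45% in size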
* marks the source's active call; other numbers are inactive results; i = inactive; ? = inconclusive; nt = no result given; & = joins results of further samples; [ ] = remark or other dose. Unless noted, calls follow the shape of the dose curve; as a rule, active = well fitted curve in the direction sought with a large enough effect; inconclusive = small, poorly fitted or top-dose-only effect, or another doubt; inactive = no such curve, though single readings can be large; an effect the other way counts as inactive or inconclusive. Unless noted, % is scaled to controls: 0 for no effect and ±100 for the full control effect. Only part of the results is shown. The share of hits here may be higher or lower than overall.

cpd	molecule	HEK cytotox	FLuc inh	IP6K1 inh	GPT2 inh	SNCA expr inh	SNCA viab count	3T3 cytotox
1	CC1=C[C@@H](CNC(=O)C(C)(C)C)[C@H](C(C)C)C[C@H]1CC(=O)N1CCN(c2ccccn2)CC1	?	-5.0%	1.2	-27.5%	-13.9%	-26.6%	-25.5%
2	COCCN(Cc1cnc(-c2cccc(C)c2)nc1)Cc1cccs1	?	-17.8%	5.5	-10.1%[11.5 µM]	22.7%	5.2%	?
3	COCc1cc(=O)n(CC(=O)NCc2ccc(OC)cc2)c(N2CCOCC2)n1	-13.5%	-5.8%	15.1	i	23.3%	12.3%	-8.0%
4	COc1cccc(N2CC(NC(=O)C(c3ccccc3)c3ccccc3)CC2=O)c1 (stereo not given)	nt	nt	3.7	nt	-7.0%	-18.9%	nt
5	Cc1cccc(-c2nnn3c2nc(NCc2ccccc2)c2ccccc23)c1	nt	nt	7.8	nt	119.3%[activator]	8.3%	nt
6	CC1(C)Cc2cc(CNC(=O)c3cccc(C4CCNC4)c3)ccc2O1 (stereo not given)	?	-5.5%	14.6	-2.2%	10.4%	-27.9%	?
7	Cc1ccc2c(CNCc3cccs3)c(C(=O)O)n(Cc3ccc(F)cc3)c2c1	nt	nt	5.1	nt	?	-15.5%	nt
8	CCCCC(CC)CNC(=O)CCCc1nnc2n(CCC)c(=O)c3sccc3n12 (stereo not given)	nt	nt	-3.6	nt	8.2%	?	nt
9	Cc1ccc(-n2ccn(CC(=O)c3ccc(F)cc3)c(=O)c2=O)cc1C	nt	nt	-6.7	nt	138.6%[activator]	6.5%	nt
10	CC(C)C(=O)N1CCCC(c2noc(COc3ccccc3F)n2)C1 (stereo not given)	?	39.8µM*	13.1	-3.0%	64.1%[activator]	-9.9%	-19.8%
11	CCOc1ccc(CC(=O)N2CC(CO)C3(CCNCC3)C2)cc1OCC (stereo not given)	-1.1%	-0.5%	13.3	3.5%	2.5%	2.0%[12.5 µM]	-15.4%
12	COc1ccc(CC(=O)N2Cc3ccccc3CC3(CCCN(C)C3)C2)cc1 (stereo not given)	?	nt	0.4	-6.8%	0.1%	8.3%	?
13	COc1ccc(-c2ccc3c(c2)C(=O)N2CCN(C(=O)c4cccnc4)C[C@@H]2C(=O)N3)c(OC)c1	-10.8%	8.0%	-2.3	0.9%	-18.5%	-7.1%	-12.4%
14	Cc1ccc(CN2CCN(C(=O)C3Cn4cccc4C(=O)N3C)CC2)cc1 (stereo not given)	-16.1%	9.4%	-3.8	i	40.0%[activator]	-2.4%	-18.2%
15	Cc1nn(C)cc1CN1CCc2n[nH]c(=O)n2CC1	-5.3%	0.9%	-2.0	i	2.5%	6.5%	2.6%

3 compounds already listed, arranged by number of heavy atoms, high to low:
cpd	molecule	HEK cytotox	FLuc inh	IP6K1 inh	GPT2 inh	SNCA expr inh	SNCA viab count	3T3 cytotox
8	CCCCC(CC)CNC(=O)CCCc1nnc2n(CCC)c(=O)c3sccc3n12 (stereo not given)	nt	nt	-3.6	nt	8.2%	?	nt
9	Cc1ccc(-n2ccn(CC(=O)c3ccc(F)cc3)c(=O)c2=O)cc1C	nt	nt	-6.7	nt	138.6%[activator]	6.5%	nt
10	CC(C)C(=O)N1CCCC(c2noc(COc3ccccc3F)n2)C1 (stereo not given)	?	39.8µM*	13.1	-3.0%	64.1%[activator]	-9.9%	-19.8%

More compounds follow.
cpd	molecule	HEK cytotox	FLuc inh	IP6K1 inh	GPT2 inh	SNCA expr inh	SNCA viab count	3T3 cytotox
16	CC(=O)N1CCN(Cc2ccccc2-c2cccnc2)CC1	-0.6%[172 µM]	nt	0.7	-0.3%[88.5 µM]	-2.0%[87.6 µM]	3.3%[12.5 µM]	-13.2%[138 µM]
17	NC1CCCCN(Cc2cc3ccccc3o2)C1 (stereo not given)	?	-6.6%	-3.2	1.3%	1.8%	2.4%	-10.2%
18	Cc1cc(C)n(-c2nc3ccccc3nc2N2CCN(c3cccc(C)c3C)CC2)n1	nt	nt	4.9	nt	-6.1%	24.0%	nt
19	CCC(=O)N1CCN(C2CCN(Cc3cccnc3)C2=O)CC1 (stereo not given)	-11.8%	-10.4%	11.3	-15.6%	16.9%	5.6%	-3.3%
20	COc1ccc(-c2ccc3c(N)c(C(=O)Nc4ccc(C(F)(F)F)cc4)sc3n2)cc1OC	nt	nt	23.3	nt	?	?	nt
21	Cc1nc(-c2cccc(Cl)c2)n(Cc2nc(-c3ccccc3)oc2C)c(=O)c1CCO	i	3.2%	-9.0	i	1.5%	-1.6%	-6.1%
22	COCc1ccc2c(c1)c(OC(C)(C)C(N)=O)nn2Cc1cccc(OC)c1	?	10.7%[172 µM]	-1.1	2.4%[88.5 µM]	-3.1%[87.6 µM]	0.4%[87.6 µM]	?
23	O=C1COCC2(CN1)CN(C(=O)c1ccc(Cl)cc1)C2	?	-4.3%[230 µM]	4.8	0.7%[88.5 µM]	-18.7%[87.6 µM]	-3.2%[87.6 µM]	2.0%[174 µM]
24	COc1cccc(CN2C(=O)CN(C3CCCCC3)C(=O)C2c2ccc(OC)c(OC)c2)c1 (stereo not given)	nt	nt	6.6	nt	-9.9%	-5.5%	nt
25	COc1ccc(C2(c3nc(C4CC(=O)N(C5CCCCC5)C4)no3)CC2)cc1 (stereo not given)	?	-2.2%	23.0	4.0%	-15.1%	3.1%	?
26	COc1ncccc1-c1nc(-c2c(C)noc2C)cc2cc(CN(C)C)oc12	-24.8%[172 µM]	-3.3%[172 µM]	-9.7	i	35.4%[activator][87.6 µM]	-12.7%[87.6 µM]	?
27	CNC(=O)c1cc(C)nc2onc(C3CCN(C(C)=O)CC3)c12	-2.2%[172 µM]	nt	-0.7	nt	nt	nt	-23.9%[138 µM]
28	COc1ccc(NC(=O)c2oc3ccccc3c2NC(=O)c2cc(OC)c(OC)c(OC)c2)cc1	nt	nt	-10.1	nt	-19.6%	3.0%	nt
29	Cc1cccc(-c2cccc(CN3CCC(NC(=O)c4ccncc4)CC3)c2)c1	31.6µM*	nt	-0.4	-7.7%	-16.0%	-0.3%	31.6µM*
30	C=CCOc1cccc(-c2nnc(CCC(=O)NCc3ccc4c(c3)OCO4)c(=O)[nH]2)c1	?	-24.7%	19.5	-28.5%	9.8%	10.6%	?
31	Cc1cn2nc(C(=O)Nc3ccccc3C)cc2c(N(C)Cc2ccccc2)n1	?	-0.4%	-7.4	i	-4.9%	-2.4%	?
32	CCOc1ccc(OCC)c(NC(=O)c2cc(S(=O)(=O)N3CCCC3)cn2C)c1	nt	nt	7.5	nt	-16.2%	-15.3%	nt
33	NCC(=O)N[C@H]1CN(c2nccc(C(F)(F)F)n2)C[C@@H]1C1CC1	i	-2.4%	0.0	i	1.4%	-6.7%	i
34	O=C(NCc1ccc2c(c1)OCO2)C1CN(c2ccc(Cl)cc2)C(=O)N1 (stereo not given)	-7.1%	-11.1%	0.0	-14.9%	-9.4%	7.6%	-14.8%
35	O=C(c1cc(F)cc(F)c1)N1CCC(N2CC3CC(C2)[C@H]2CCCC(=O)N2C3)CC1 (stereo not given in full)	-1.3%	-4.2%	18.5	0.6%	9.8%	3.5%	i
36	O=[S+]([O-])(NC1CCN(c2ccc3nnc(-c4ccccc4)n3n2)C1)c1cccs1 (stereo not given)	?	nt	-11.4	nt	nt	nt	-13.9%
37	CNC(=O)c1cc(C2CC2)nc2onc(C3CCN(C(=O)c4cccc(Cl)c4)C3)c12 (stereo not given)	?	nt	-10.9	nt	nt	nt	?
38	Cc1ccc(C(=O)NC2CCN(C(=O)c3ccc(-c4ncccc4C#N)cc3)CC2)cc1	?	nt	-1.4	i	-2.9%	-12.7%[12.5 µM]	-27.2%
39	Cc1nn(CCC#N)c(C)c1[C@@H]1C=C[C@@H](NC(=O)c2cccs2)C1	-27.0%[172 µM]	-23.0%[172 µM]	15.5	-0.9%[88.5 µM]	28.1%[87.6 µM]	4.9%[87.6 µM]	-19.6%[174 µM]
40	Cc1cc2nn(-c3ccc(F)cc3)nc2cc1NC(=O)c1cc(Cl)ccc1Cl	nt	nt	-11.5	nt	100.2%[activator]	3.0%	nt
41	CCOC(=O)C1=CN(CC(=O)NCCc2ccc(Cl)cc2)S(=O)(=O)N=C1C	?	-1.8%	5.5	i	?	11.2%	-14.8%
42	Cc1ccc(C2=NC3(CCN(C(=O)c4ccc(F)cc4F)CC3)ON2)cc1	-6.8%	?	1.8	i	39.5%[activator]	?	-8.3%
43	COc1ccc2nc(N(Cc3cccnc3)C(C)=O)sc2c1	nt	nt	-14.8	nt	90.1%[activator]	-10.7%	nt
44	Cc1ccc(-c2cc(C(=O)NCCc3ccc(F)cc3)c3cnn(C)c3n2)c(C)c1	39.8µM*	nt	-2.6	i	51.9%[activator]	2.2%	?
45	O=C1CCC2(C(=O)NCCCN3CCCc4ccccc43)CCCC=C2N1C1CCCC1 (stereo not given)	?	nt	0.6	-5.5%	7.1%	3.0%	?
46	CC(=O)N1CC2(Cc3ccccc31)CN(C(=O)C1CC1)C2	-27.9%&-21.3%[172 µM]	1.6%&5.5%[172 µM]	-6.8&-2.1	-25.8%[88.5 µM]	-5.7%&-6.2%[87.6 µM]	8.4%&-5.3%[87.6 µM]	-3.6%&-15.3%[138 µM]
47	Cc1ccc(CNC(=O)NCCc2ncc(C)n2Cc2ccc(F)cc2)cc1	?	-3.9%	-1.9	-12.6%	-25.0%	-8.1%	?
48	COCC(=O)N1CCc2cn(CC(C)C)c3cccc(c23)C1	79.4µM*	-3.7%	6.7	i	3.0%	-8.5%	?
49	C[C@@H]1C(=O)O[C@H]2[C@H]1CC[C@@]1(C)Cc3sc(NC(=O)NC4CCCCC4)nc3[C@@H](C)[C@H]21	?	?	9.1	-13.0%[88.5 µM]	-4.1%[87.6 µM]	-7.7%[87.6 µM]	-25.1%[138 µM]
50	Cc1ccccc1CNC(=O)Cc1ccc(NC(=O)N2CCCCc3ccccc32)cc1	nt	nt	3.6	nt	-1.3%	5.2%	nt
51	CCOC(=O)C1CCN(C(=O)C2COC3(CCCC(C)C3)N2C(=O)c2ccccc2F)CC1 (stereo not given)	?	-4.5%	11.7	1.7%	-18.7%	1.5%	-15.2%
52	COc1ccccc1C(=O)N1CCC(N2CC3CC(C2)[C@H]2CCCC(=O)N2C3)CC1 (stereo not given in full)	-12.5%	-0.9%	13.9	i	9.0%	-1.5%	i
53	C[S+](=O)([O-])c1cccc(CN2CC(COc3ccccc3)C3(C2)CN(c2ccccc2)C3)c1 (stereo not given)	?	-8.7%	-9.1	-0.5%	?	-13.4%	-25.3%

High-throughput results (PubChem)
